Bioassay records as filed in PubChem BioAssay.
a7 integrin act = activators of alpha7 integrin expression for muscular dystrophy | alpha7betagal myoblasts, beta-gal FDG fluorescence, 48 h | Potency, µM (highest dose often 38.3 µM), without a hit: at the highest dose activation, actives largely listed as activators | 350,000 compounds, 0.064% hits;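 further: potency means the concentration at half of the fitted maximal effect; 100% = response of the positive control SU9516; nearly all actives have a fitted effect of over 60% in size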
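alpha7betagal+/- myoblasts (passage 13, 250/well) treated 48 h at 37C with compounds at 1:260 dilution of DMSO stock. Lysed, then beta-galactosidase activity read as FDG fluorescence (ex 480/em 540) after 30 min, with pre-read for autofluorescence.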
p53 reactivator = re-activators of mutant p53; H1299 p53-A138V BP100-luciferase reporter, luminescence, 24 h; Potency, µM (highest dose often 92.2 µM), without a hit: at the top dose activity change, positive = activation, usual class: activators; 320,000 compounds, 0.063% hits; AID 504706; further: potency means the concentration at half of the fitted maximal effect; % of control where 0% means no effect; nearly all actives have a fitted effect of over 45% in size
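p53-null H1299 cells stably carrying temperature-sensitive p53-A138V and a BP100-luciferase reporter were pinned with compounds (4-point, 1:5 series) and held 24 hrs at 37 deg C. Luminescence was read 10 min after detection reagent.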
B2AR arrestin = recruits beta-arrestin to the human beta2-adrenergic receptor; beta-arrestin recruitment to beta2AR, cell-based reporter; Potency, µM (titrated, usually from 46.1 µM), without a hit: top-dose activation, actives largely listed as activators; AID 492947; 330,000 compounds, 0.02% hits;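 further: potency means the concentration at half of the fitted maximal effect; 0% = DMSO controls and full agonism = EC100 isoproterenol or metaproterenol; nearly all actives have a fitted effect of over 65% in size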
Target sequence (P07550 whole entry, looked up): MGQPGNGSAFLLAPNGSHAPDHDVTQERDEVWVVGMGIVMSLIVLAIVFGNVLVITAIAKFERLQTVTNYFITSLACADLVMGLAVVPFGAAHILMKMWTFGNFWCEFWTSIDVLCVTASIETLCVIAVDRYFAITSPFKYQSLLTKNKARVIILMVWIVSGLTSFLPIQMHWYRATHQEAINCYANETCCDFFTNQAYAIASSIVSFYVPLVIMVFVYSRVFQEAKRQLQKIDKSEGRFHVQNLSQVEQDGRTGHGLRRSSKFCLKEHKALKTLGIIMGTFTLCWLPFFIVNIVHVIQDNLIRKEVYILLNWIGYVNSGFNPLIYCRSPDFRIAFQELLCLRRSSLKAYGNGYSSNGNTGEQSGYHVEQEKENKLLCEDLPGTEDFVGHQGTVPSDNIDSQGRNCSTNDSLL
PTAP TSG101 blk = blocks PTAP/TSG101 interaction to inhibit HIV-1 budding; Fluorescence polarization, FITC-PTAP peptide / Tsg101 binding; Potency, µM (highest dose often 115 µM), for inactives: top-dose activity change, negative = inhibition, usual class: inhibitors; 340,000 tested, under 10 active; active means well fitted inhibition curve with a large enough effect in the main read-out, with a control signal flat, not every such curve was filed as active; inconclusive means small, poorly fitted or top-dose-only effect, or effect the other way, or a change in a side signal; inactive means no such curve, though single readings can be large or run the other way; further: potency means the concentration at half of the fitted maximal effect; % of control where 0% means no effect
Target sequence (Q99816 whole entry, looked up): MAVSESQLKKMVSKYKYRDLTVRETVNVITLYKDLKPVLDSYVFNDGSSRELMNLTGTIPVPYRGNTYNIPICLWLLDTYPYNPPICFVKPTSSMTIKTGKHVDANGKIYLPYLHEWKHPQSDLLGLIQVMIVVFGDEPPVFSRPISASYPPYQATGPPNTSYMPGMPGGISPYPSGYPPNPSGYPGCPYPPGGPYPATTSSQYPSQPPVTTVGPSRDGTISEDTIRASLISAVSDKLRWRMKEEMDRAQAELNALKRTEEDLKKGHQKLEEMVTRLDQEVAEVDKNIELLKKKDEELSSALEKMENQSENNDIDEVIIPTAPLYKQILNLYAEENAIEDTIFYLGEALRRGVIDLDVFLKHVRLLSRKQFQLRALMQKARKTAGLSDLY
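Tsg101 binding domain (10 uM final) was mixed with compound and a FITC-labeled PTAP peptide (50 nM final) in HEPES pH 7.5 buffer with NaCl, Tween 20, EDTA and TCEP; fluorescence polarization was read after 20 min at r.t.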
AT treatment = potential ataxia-telangiectasia treatment; […] A-T fibroblasts, KAP-1 phosphorylation AlphaLISA; neocarzinostatin DNA damage 30 min before lysis; 320,000 compounds, 0.19% hits; Potency, µM (highest dose often 57.5 µM), for inactives: at the highest dose activation, actives largely listed as activators; further: potency means the concentration at half of the fitted maximal effect; % of control where 0% means no effect; nearly all actives have a fitted effect of over 45% in size
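hTERT-immortalized A-T patient fibroblasts ([…]), 500 cells/well in OPTI-MEM, 1% FBS, got compounds for 60 min, then NCS for 30 min at 37C. Lysates were then assayed for phospho-KAP-1 by AlphaLISA (anti-pKAP1 donor, anti-KAP1 acceptor beads), 6 hr at 25C.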
TCR activator = T cell receptor activation. Potency, µM (doses to about 9.22 µM), inactives show at the top dose activation of IL-2 secretion, actives largely listed as activators. 330,000 tested, under 10 active. primary human leukocytes, anti-CD3, IL-2 HTRF, 48 h. AID 504894; further: % of control where 0% means no effect
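Compounds are tested in HTS on primary human leukocytes co-incubated with a-CD3 beads for 48 hr. IL-2 output is measured by time-resolved FRET.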
CXXC DNA block = inhibitors of human MLL CXXC domain-DNA interaction | AID 2662 | MLL-CXXC / FITC-HOXA9 DNA fluorescence polarization | Potency, µM (titrated, usually from 115 µM), for inactives: at the highest dose activity change, negative = inhibition, hits mostly inhibitors | 290,000 compounds, 0.037% hits | Q03164; active means well fitted inhibition curve with a large enough effect in the polarisation, with a control signal flat, not every such curve was filed as active; inconclusive means small, poorly fitted or top-dose-only effect, or effect the other way, or a change in a side signal; inactive means no such curve, though single readings can be large or run the other way; the % refers to the polarisation; further: potency means the concentration at half of the fitted maximal effect
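Steps: dispense CXXC domain solution (7 uM) → pin compounds or unlabeled HOX-A9 DNA control → 5 min ambient → add FLSN-HOX-A9 solution (50 nM) → spin → 30 min ambient → fluorescence polarization. Tris pH 7.5/NaCl/DTT/BSA buffer.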
BRCA1 expr act = BRCA1 expression activation; 380,000 compounds, 1.1% hits; Potency, µM (doses to about 46.1 µM), for inactives: top-dose activation, hits mostly activators; MCF7-BRCA1-FFLuc reporter, luminescence, 48 h; response scale: scaled: vehicle 0%, 10 µM genistein 100%; further: potency means the concentration at half of the fitted maximal effect; nearly all actives have a fitted effect of over 80% in size; some results filed as inactive show a strong effect at the top dose
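First, MCF7-BRCA1-FFLuc cells (2000/well) attach for 2 h; next, compounds are pin-added and incubated 48 h at 37 °C; finally, luciferase reagent is added and luminescence read after 15 min.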
ELG1 DNA repair = ELG1-dependent DNA repair inhibition. 330,000 compounds, 2.3% hits. HEK293T ELG1-luciferase reporter, luminescence, 16 h; DNA damage induced by 5-fluorouridine. Potency, µM (titrated, usually from 46.1 µM), for the others: at the highest dose activity change, negative = inhibition, actives largely listed as inhibitors; further: potency means the concentration at half of the fitted maximal effect; on the % scale 0 is the no-effect control and ±100 the full control effect; nearly all actives have a fitted effect of over 55% in size
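Overnight (16 hr) co-exposure of 2,000 cells/well to 5-fluorouridine and compound at 37 °C preceded detection. Luciferase was quantified via ONE-Glo luminescence; loss of signal denotes inhibition.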
TRPV1 agonist = human TRPV1 agonism. activation, % at 8.33 µM. TRPV1-expressing cells, Fluo-8 calcium influx, agonist mode. Q8NER1. 320,000 compounds, 0.19% hits; in the data active means activation above about 80%; inconclusive means between about 30% and that limit; further: 0% is about no effect
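Cells expressing TRPV1 were dye-loaded with Fluo-8 and read kinetically: 10 s baseline, 3 min after compound (agonist portion), then 2 min after EC20 capsaicin (allosteric enhancer portion). Calcium-bound dye fluorescence at 480/520 nm.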
An asterisk follows results filed as active; ? = inconclusive; / = no result given; [ ] = dose if it differs, or a comment. Unless noted, the call rests on the fitted dose curve; in most records, active means well fitted curve in the direction sought with a large enough effect; inconclusive means small, poorly fitted or top-dose-only effect, or another doubt; inactive means no such curve, though single readings can be large; an effect the other way counts as inactive or inconclusive.

Under each structure – ELG1 DNA repair | CXXC DNA block | BRCA1 expr act | TCR activator | TRPV1 agonist | p53 reactivator | AT treatment | B2AR arrestin | a7 integrin act | PTAP TSG101 blk
CS(=O)(=O)N(Cc1ccc(Cl)cc1)c1ccc(C(=O)N2CCN(c3ccccc3)CC2)cc1
 : ? | 6% | -29% | -61% | 18 | -3% | / | -0.5% | -8% | -9%
OCCCNc1nc(-c2ccccc2)nc2c1oc1ccccc12
 : 23µM* | 0% | -27% | -1% | ? | 1% | 10% | -0.8% | 0% | -2%
O=C(CNC(=O)c1cccc(F)c1)N/N=C/c1cc(Br)ccc1OC(=O)/C=C/c1ccco1
 : 4% | 26% | -65% | 3%[46.1 µM] | 2 | ? | 2% | -0.2% | -40% | -1%
CC(Cc1nnc(N)s1)c1ccccc1 (centres undefined)
 : 0% | -10% | -3% | 2% | -1 | / | 8% | -0.6% | 12% | -6%
O=C1c2ccsc2SCCN1Cc1ccc(Cl)cc1
 : -6% | -1% | -15% | -12% | 5 | -15% | 0% | 0.1% | -8% | -5%
CCn1c(CN2CCN(C(c3ccccc3)c3ccccc3)CC2)nc2c1c(=O)n(C)c(=O)n2C
 : ? | -3% | -10% | -4% | 1 | -5% | -12% | 0.2% | -22% | -8%
CCOC(=O)c1sc(NC(=O)C(CC)Sc2nnc3c4ccccc4n(C(C)C)c3n2)nc1C (centres undefined)
 : -1% | -5% | -8% | -5% | 0 | 0% | 11% | -1.6% | 12% | -6%
Cc1nnc(SC(=O)N2c3ccccc3Sc3ccccc32)s1
 : ? | 15% | -103%[inhibitor] | -6% | 9 | -34%[inhibitor] | 4% | -0.3% | -58%[inhibitor] | -5%
COc1ccc(C)cc1NC(=O)CSc1nnc(COc2ccccc2)n1Cc1ccco1
 : 18µM* | -9% | -47% | 2% | ? | 3% | -7% | -1.1% | -14% | -5%
Cc1cc(C)cc(C(=O)OCC(=O)NCCNC(=O)COC(=O)c2cc(C)cc(C)c2)c1
 : -14% | 12% | 4% | 0% | 2 | 13% | 1% | -0.3% | 9% | 1%
COc1cc(C#N)ccc1OCC(=O)NCCC1=CCCCC1
 : 20% | / | -7% | 0% | 13 | -15% | 14% | 0.2% | 0% | -5%
CN(C)S(=O)(=O)c1cccc(NC(=O)COC(=O)C2(c3ccccc3F)CCCC2)c1
 : ? | -10% | -52% | 1%[46.1 µM] | 2 | 0% | -7% | -1.8% | -15% | -4%
O=C(NC1CC2CCCC(C1)N2C(=S)Nc1ccccc1)C1CC1 (centres undefined)
 : -8% | 6% | -12% | -3% | 0 | 10% | 2% | -0.5% | -4% | -4%
O=C(CSc1nc2[nH]c(=O)cc(O)c2s1)Nc1cc(Cl)cc(Cl)c1
 : 15% | 6% | 4% | 3% | -2 | 2% | 2% | 0.3% | -18% | -4%
CC(C)(O)[C@H]1Cc2cc3ccc(=O)oc3cc2O1
 : ? | -10% | ? | -4% | -2 | ? | 3% | -0.6% | ? | -1%
O=C(O)CCCC(=O)Nc1ccc(Oc2cccc(C(F)(F)F)c2)nc1
 : 16% | 1% | -21% | 7% | 1 | 0% | 6% | 0.3% | 16% | -1%
O=C(c1ccc(=O)oc1)N1CCOCC1
 : 9% | ? | -7% | -4% | -5 | -4% | -1% | 0.1% | 15% | 0%
Cn1c(=O)c2c(ncn2CC(O)CNc2ccc(F)cc2)n(C)c1=O (centres undefined)
 : -25% | -4% | -10% | 13% | 2 | 4% | -6% | 0.5% | -18% | 0%
O=C(Oc1ccc(N(Cc2cccs2)C2=NS(=O)(=O)c3ccccc32)cc1)c1ccccc1Cl
 : -27% | 2% | 6% | -7%[46.1 µM] | -5 | -14% | -1% | -1.0% | -55%[inhibitor] | 1%
CCOC(=O)Cn1c(=O)oc2cc(S(=O)(=O)N(C)c3cccc(C)c3)ccc21
 : -7% | 23% | -5% | -7% | 19 | -2% | 0% | -0.2% | -35% | -2%
CCCCN(C(=O)c1ccc(C)c(S(=O)(=O)N2CCOCC2)c1)c1c(N)n(CC(C)C)c(=O)[nH]c1=O
 : 25% | / | 6% | 6% | -1 | -6% | 1% | 0.0% | 10% | -2%
COc1ccc(C)cc1S(=O)(=O)N(C)CC(=O)NCc1ccncc1
 : 19% | 18% | -8% | -1% | 2 | -1% | -12% | -0.5% | -11% | -4%
CCOC(=O)C1=NNC2(c3ccc(C)cc3)C(=O)N(c3ccccc3)C(=O)C12 (centres undefined)
 : -6% | 8% | 5% | -3% | 3 | -2% | 2% | -0.4% | 1% | -3%
CCOC(=O)CN(C(=O)COc1nc(C)cc(C)c1C#N)c1cccc(Cl)c1
 : ? | -3% | -21% | 8% | -2 | -4% | 3% | 0.4% | 35% | -4%
Cc1c(Br)c([N+](=O)[O-])nn1CC(=O)Nc1ccccn1
 : 16% | 3% | -14% | -4% | -5 | 4% | -1% | 0.0% | 8% | -1%
Cc1nc2ccccc2n1CC(=O)c1ccccc1
 : ? | 0% | 2% | 0% | 3 | ? | 2% | 0.3% | 22% | -2%
Cc1ccc(S(=O)(=O)N2CCC(C(=O)Nc3nnc(C)s3)CC2)cc1
 : -13% | 5% | -12% | 1% | 0 | -5% | -2% | 0.2% | ? | -4%
CCOC(=O)c1cccc(NC(=O)CN(c2ccc(C)cc2)S(=O)(=O)c2c(C)n[nH]c2C)c1
 : -17% | -6% | -42% | -2% | -1 | 1% | -2% | -0.5% | 33% | 2%
O=C(NNC(=O)C1COc2ccccc2O1)c1cccc([N+](=O)[O-])c1 (centres undefined)
 : 4% | 12% | -18% | -2% | 14 | 3% | -3% | -0.3% | -15% | -1%
C=CCNCCOc1ccc(C(C)(C)c2ccccc2)cc1
 : -3% | 7% | -6% | -3%[46.1 µM] | 6 | 6% | -9% | -0.1% | 0% | 1%
CCN(C(=O)COc1ccccc1)c1nnc(-c2cccnc2)s1
 : ? | -3% | 0% | 9% | 3 | 11% | / | 0.0% | 14% | -4%
COc1ccc2nc(NC(=O)CSc3nnnn3C3CCCCC3)sc2c1
 : / | -5% | -1% | 0% | 1 | / | / | / | -7% | -6%
O[C@@H]1CN(Cc2ccccc2Cl)CC[C@H]1N1CCOCC1
 : -1% | -6% | -2% | / | 4 | / | 1% | 0.0% | 0% | -3%
COc1ccc(C(=O)N2N=C(c3cccs3)CC2c2ccccc2O)cc1 (centres undefined)
 : ? | 6% | -20% | 5% | -3 | -19% | -2% | 0.9% | 0% | 0%
Cc1ccc(Nc2nc(N)nc(CN3CCN(Cc4ccc5c(c4)OCO5)CC3)n2)cc1Cl
 : ? | 2% | -35% | 7% | 0 | -15% | -5% | -0.1% | -70%[inhibitor] | -7%
COc1ccc(C2C(C(=O)c3sc(C)nc3C)=C(O)C(=O)N2CCCn2ccnc2)cc1OC (centres undefined)
 : -2% | -6% | -1% | -4% | 2 | -4% | -7% | -1.5% | 27% | -4%
CCN1CCN(C(=O)Cn2cnc3sc(C)c(S(=O)(=O)N4CCN(c5ncccn5)CC4)c3c2=O)CC1
 : ? | 1% | -2% | 3% | -5 | 2% | 1% | -0.4% | 0% | -2%
CC(C)(C)C(=O)C1=C(O)C(=O)N(Cc2ccccc2)C1c1ccccc1F (centres undefined)
 : ? | -19% | -23% | -1% | -3 | -9% | 5% | -0.6% | ? | -3%
Cc1ccc(NC(=O)C2SC(=Nc3ccccc3)C(C(=O)Nc3ccc(Cl)cc3)=C2N)cc1 (centres undefined)
 : ? | 5% | 32% | 4% | 7 | 1% | 5% | -0.2% | 1% | 2%
Cc1ccc(-c2cc(N)n(Cc3ccc(Cl)cc3)n2)cc1
 : ? | 1% | -39% | 6% | 6 | 3% | -2% | 0.0% | 15% | -5%
CC(=O)N1c2ccccc2C(C)CC12CCCCC2 (centres undefined)
 : 6% | -5% | -26% | 2%[46.1 µM] | 11 | 2% | 0% | 5.3% | -5% | -1%
CC1CCCCC1NC(=O)C1CCN(S(=O)(=O)c2ccc(-n3cnnn3)cc2)CC1 (centres undefined)
 : 0% | 8% | 9% | -1% | 0 | -2% | -1% | 0.1% | -1% | -6%
O=C(CN1C(=O)NC2(CCCCC2)C1=O)Nc1ccc(N2CCCCC2)cc1
 : 5% | / | -2% | 8%[46.1 µM] | / | 6% | -18% | -0.1% | -8% | 0%

3 compounds out of the list above, ordered by the value under BRCA1 expr act, highest first.
molecule,BRCA1 expr act
Cc1ccc(NC(=O)C2SC(=Nc3ccccc3)C(C(=O)Nc3ccc(Cl)cc3)=C2N)cc1 (centres undefined),32%
Cc1ccc(Nc2nc(N)nc(CN3CCN(Cc4ccc5c(c4)OCO5)CC3)n2)cc1Cl,-35%
Cc1ccc(-c2cc(N)n(Cc3ccc(Cl)cc3)n2)cc1,-39%
